Compound activity from PubChem.
SMARCA2 act – increases SMARCA2 function in MMTV reporter cells; MG213 cells, MMTV-luciferase reporter, dexamethasone, overnight; 370,000 tested, 1% active; activation, % at 9.1 µM; in the data active means activation above about 7.8%;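 further: 0% = vehicle wells and 100% = reference activator wells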
FXN GAA850 act – frataxin GAA850 promoter activation. HEK293 lucGAA850 FXN promoter luciferase reporter, 24 h; percent of 10 µM SAHA response. activation, % at 6 µM. 360,000 tested, 0.56% active;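 active means activation above the average of all compounds screened plus 3 SD, cutoff fixed separately per campaign, cut at about 7.5% in these data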;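 further: 0% = DMSO wells and 100% = 10 µM SAHA wells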
ADAM17 inh – inhibits human ADAM17; inhibition, % at 6.95 µM; AID 720648; P78536; 370,000 tested, 0.83% active; recombinant ADAM17, EDANS/DABCYL FRET peptide cleavage;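 active means inhibition above the mean of compounds lying between control limits plus 3 SD, set per campaign, cut at about 8.5% in these data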;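 further: 0% = DMSO-only wells as the low control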
hcDAF-12 act – activators of H. contortus DAF-12 nuclear receptor. HEK293 hcDAF-12 lit1-tk-luc reporter, luminescence; 0% DMSO, 100% Δ7-dafachronic acid. activation, % at 6.8 µM. 370,000 tested, 1.4% active. AID 652067;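 active means activation above the mean of all tested compounds plus 3 SD, cut at about 5.5% in these data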;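 further: 100% = response to 3 µM Δ7-dafachronic acid high control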
ssDAF12 agonist – activates DAF-12 receptor from parasite S. stercoralis; activation, % at 6.8 µM; AID 652126; 370,000 tested, 1% active; HEK293 ssDAF-12/GRIP1 lit1-tk-luc reporter, luminescence; % of 3 µM dafachronic acid response;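 active means activation above the mean over all tested compounds plus 3 SD, cut at about 0.9% in these data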;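 further: 0% = DMSO-only wells and 100% = 3 µM delta7-dafachronic acid wells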
PG9 binder – PG9 antibody binding by small molecule | TR-FRET gp120-PG9 antibody binding | inhibition, % at 6.7 µM | 360,000 tested, 0.43% active | AID 624416; in the data active means inhibition above about 8.5%
ADAM10 inh – inhibitors of human ADAM10; recombinant ADAM10, EDANS/DABCYL FRET peptide cleavage, 3 h; inhibition, % at 7 µM; 370,000 tested, 0.62% active;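 active means inhibition above a per-campaign cutoff equal to the mean of compounds falling between control-based bounds plus 3 SD, cut at about 20% in these data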;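 further: 0% = DMSO wells while the 100% control is not disclosed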
hgDAF12 agonist – hgDAF-12 agonism, primary luciferase screen; 370,000 tested, 1.8% active; activation, % at 6.8 µM; AID 687014; HEK293 GAL4-hgDAF12 UAS-luciferase reporter, agonist luminescence; normalized to butyrate control;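 active means activation above a cutoff set at the mean of all screened compounds plus 3 SD, cut at about 10% in these data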;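 further: 0% = DMSO wells and 100% = sodium butyrate wells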
DAX1 inh-1 – NR0B1 (DAX1) inhibition | HEK293 Gal4-DAX1 luciferase reporter, luminescence | inhibition, % at 6.75 µM | 340,000 tested, 0.99% active | AID 504766;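 active means inhibition above the mean over all tested compounds plus 3 SD, cut at about 4.2% in these data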;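 further: 0% = DAX1-transfected cells with DMSO and 100% = empty-vector control cells with DMSO; inhibition shows as a rise in luminescence from relieved DAX1 repression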
DAX1 inh-2 – blocks DAX1 repression of SF-1 activated StAR promoter; HEK293T StAR-luciferase reporter, SF-1/DAX-1 repression relief; inhibition, % at 6.8 µM; 370,000 tested, 1.1% active; AID 652010;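 active means inhibition above the mean over all tested compounds plus 3 SD, cut at about 3.6% in these data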;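 further: 0% = DAX-1 cells with DMSO and 100% = cells lacking DAX-1 with DMSO; higher inhibition means more luminescence from relief of DAX-1 repression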
GC-A act – GC-A (human) enzyme activation; P16066; HEK293 GC-A cells, cGMP TR-FRET, EC30 ANP; 0% at EC30 ANP, 100% saturating ANP; activation, % at 10 µM; 370,000 tested, 0.14% active; AID 1671463; in the data active means activation above about 40%
Target sequence (P16066 whole entry, looked up): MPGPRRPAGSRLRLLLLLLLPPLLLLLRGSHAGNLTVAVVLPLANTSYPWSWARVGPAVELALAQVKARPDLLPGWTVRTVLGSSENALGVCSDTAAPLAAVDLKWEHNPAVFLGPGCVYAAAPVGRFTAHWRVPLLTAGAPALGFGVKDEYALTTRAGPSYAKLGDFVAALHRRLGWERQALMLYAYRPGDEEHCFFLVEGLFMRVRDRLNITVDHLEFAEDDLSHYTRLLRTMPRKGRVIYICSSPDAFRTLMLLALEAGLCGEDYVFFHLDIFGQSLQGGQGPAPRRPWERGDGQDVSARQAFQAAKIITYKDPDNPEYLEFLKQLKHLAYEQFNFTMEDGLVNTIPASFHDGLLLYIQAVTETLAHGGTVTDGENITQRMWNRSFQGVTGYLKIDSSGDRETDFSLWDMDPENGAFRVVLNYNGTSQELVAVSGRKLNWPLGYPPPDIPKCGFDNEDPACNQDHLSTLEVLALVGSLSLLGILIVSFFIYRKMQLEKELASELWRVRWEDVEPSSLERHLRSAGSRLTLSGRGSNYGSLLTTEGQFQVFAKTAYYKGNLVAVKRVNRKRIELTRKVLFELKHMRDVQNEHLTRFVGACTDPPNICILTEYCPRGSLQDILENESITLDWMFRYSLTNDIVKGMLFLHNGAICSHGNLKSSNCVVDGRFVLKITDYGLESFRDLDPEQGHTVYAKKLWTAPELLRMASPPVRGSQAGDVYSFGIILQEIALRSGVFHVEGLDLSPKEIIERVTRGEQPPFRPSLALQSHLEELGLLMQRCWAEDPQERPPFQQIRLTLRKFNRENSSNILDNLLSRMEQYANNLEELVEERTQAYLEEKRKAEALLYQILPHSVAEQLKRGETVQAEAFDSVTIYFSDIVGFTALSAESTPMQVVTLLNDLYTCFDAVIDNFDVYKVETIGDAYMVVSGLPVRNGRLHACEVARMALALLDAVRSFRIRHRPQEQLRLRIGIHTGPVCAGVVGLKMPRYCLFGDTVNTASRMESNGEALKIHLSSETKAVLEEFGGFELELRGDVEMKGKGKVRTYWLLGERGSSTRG
* marks the source's active call; other numbers are inactive results; . = no result given. Rows were taken by chance; 6.8% or so of the library scored in one or more.

Molecule,SMARCA2 act,FXN GAA850 act,ADAM17 inh,hcDAF-12 act,ssDAF12 agonist,PG9 binder,ADAM10 inh,hgDAF12 agonist,DAX1 inh-1,DAX1 inh-2,GC-A act
COc1ccc(OC)c(NC(=O)CN(Cc2ccccc2)S(C)(=O)=O)c1,0,-0.2,-2,0.0,-1.8,-0.5,-1,-2.7,-0.4,-0.8,-4
Cc1ccc(-c2noc(CCCC(=O)NC3CCCCC3)n2)cc1,-5,-1.1,2,-2.7,-2.1,-0.7,-12,-1.3,0.3,-1.3,2
CN(C)CCCN(C(=O)c1ccc(C(=O)c2ccccc2)cc1)c1nc2cc3c(cc2s1)OCO3,0,-2.3,4,-1.9,-1.3,-0.3,2,0.1,-0.7,3.6,-7
O=C(NCc1ccccc1Cl)c1[nH]c(C(F)(F)F)nc1-c1ccccc1,-3,.,-2,1.3,-1.1,-0.7,-4,-1.5,.,-1.2,3
Cc1ccc(-n2c(NN)nc3ccccc3c2=O)c(C)c1,-1,3.1,-1,1.8,-1.2,1.5,-5,-0.3,-1.6,-0.3,5
COC(=O)[C@@H](Cc1c[nH]c2ccccc12)NC(=O)C1CCCN(S(=O)(=O)c2ccc(C)cc2)C1 (some centres undefined),-3,1.2,8,0.5,-0.5,-2.4,5,-3.0,0.6,0.1,-6
Cc1cccc(C(=O)NCC(=O)N2CCCC2)c1,-1,-1.9,-2,0.7,-0.6,-1.9,-2,3.4,-0.1,1.2,1
CCOC(=O)c1ccc(N2C(=O)c3n[nH]c(C)c3C2c2ccccn2)cc1 (centres undefined),-2,1.6,-2,-1.1,-0.9,0.9,-6,-1.9,-0.1,-1.3,2
C[C@H](NC(=O)CCCn1nnc2ccccc2c1=O)C(=O)O,3,3.2,-2,0.3,-1.4,-3.3,-2,-3.0,-1.2,-0.7,0
CC1=C(C(=O)OC(C)C)C(C2CC=CCC2)NC(=O)N1 (centres undefined),1,0.3,4,-0.6,-1.0,0.0,10,-1.0,-0.5,-0.2,-2
Cc1ccc(C(C)C)c(OCC(=O)NCC(c2cccs2)N2CCOCC2)c1 (centres undefined),-3,1.0,2,-4.3,-1.2,0.1,4,-2.9,-1.9,-4.7,-5
O=C(Nc1ccccc1N1CCCC1)c1ccccc1Cl,0,1.8,3,0.4,-1.2,-3.6,23*,1.0,-0.4,0.4,-8
Cn1cnnc1SCc1ccc(C#N)cc1Cl,5,-0.9,1,-1.8,-1.7,-0.9,5,1.5,0.8,0.3,4
CCN(C(=O)COC(=O)c1sccc1C)c1c(N)n(Cc2ccccc2)c(=O)[nH]c1=O,-1,-0.1,1,-1.1,-1.3,1.0,-6,-0.6,0.8,0.2,7
CC1CCN(C(=O)C2c3ccccc3C(=O)N3CCc4ccccc4C23)CC1 (centres undefined),-1,2.3,-5,-0.8,-1.5,-0.3,-6,0.4,0.7,0.3,-4
Cc1cc(NC(=O)c2c(C)noc2C)no1,0,0.1,-1,0.9,-1.6,-0.7,-5,-1.1,0.6,-0.3,-1
CCOc1cc(/C=C2\SC(=S)N(NS(=O)(=O)c3ccccc3)C2=O)ccc1O,-4,-1.5,-1,0.6,-0.6,-13,4,-0.8,-0.8,0.2,-3
O=C(c1cccs1)N1CCN(CCCc2ccccc2)CC1,-1,0.8,-3,-1.2,-1.5,-0.5,-3,1.3,-0.5,0.5,4
N#C/C(=C\c1cc(O)c(O)c(O)c1)C(N)=O,3,1.5,-5,0.2,-0.9,-22,-4,-3.8,1.7,-0.3,-19
O=C(NCCC1=CCCCC1)c1ccc2c(c1)N(Cc1ccccc1)C(=O)CS2,-4,-1.9,17*,3.8,-1.4,-3.3,27*,-1.3,-1.2,-1.8,-5

Entries of single compounds, quoted from the list. Order of values: SMARCA2 act, FXN GAA850 act, ADAM17 inh, hcDAF-12 act, ssDAF12 agonist, PG9 binder, ADAM10 inh, hgDAF12 agonist, DAX1 inh-1, DAX1 inh-2, GC-A act
Cc1ccc(-c2noc(CCCC(=O)NC3CCCCC3)n2)cc1 in the list: -5, -1.1, 2, -2.7, -2.1, -0.7, -12, -1.3, 0.3, -1.3, 2
Cc1ccc(-n2c(NN)nc3ccccc3c2=O)c(C)c1 in the list: -1, 3.1, -1, 1.8, -1.2, 1.5, -5, -0.3, -1.6, -0.3, 5
COC(=O)[C@@H](Cc1c[nH]c2ccccc12)NC(=O)C1CCCN(S(=O)(=O)c2ccc(C)cc2)C1 (some centres undefined) in the list: -3, 1.2, 8, 0.5, -0.5, -2.4, 5, -3.0, 0.6, 0.1, -6

Next records.
Molecule,SMARCA2 act,FXN GAA850 act,ADAM17 inh,hcDAF-12 act,ssDAF12 agonist,PG9 binder,ADAM10 inh,hgDAF12 agonist,DAX1 inh-1,DAX1 inh-2,GC-A act
Cn1cccc1C(=O)OCC(=O)Nc1cccc(S(=O)(=O)N2CCOCC2)c1,-5,-0.3,0,-1.7,-1.7,-1.5,13,1.5,1.0,0.1,3
CCCCCn1c(N)c(-c2nc3ccccc3s2)c2c([N+](=O)[O-])nn(CC)c(=O)c21,-2,-0.3,-6,0.1,-1.7,2.3,-5,0.4,-0.5,-0.2,4
CC(C)N(CC#CCC(O)(c1ccccc1)c1ccccc1)C(C)C,1,1.0,-2,2.7,-1.2,1.0,3,3.4,-0.1,0.5,-10
CCOc1ccc(CCNS(=O)(=O)c2ccc3c(c2)oc(=O)n3C)cc1OCC,3,1.5,-3,-0.3,-0.6,-2.4,1,0.5,1.0,0.3,3
O=C(C[n+]1cc(Br)cc2ccccc21)c1ccc(Br)cc1,-2,1.3,5,4.6,-0.9,-0.5,12,0.7,-0.9,0.2,-8
CCNc1nc(NCC)n2c(SC(C(=O)Nc3cc(C)ccc3OC)c3ccccc3)nnc2n1 (centres undefined),-3,-5.0,2,-0.5,-0.6,-1.4,-7,-4.6,-0.2,0.3,-24
COc1ccc(C(=O)COC(=O)c2cccnc2Cl)c(OC)c1,4,7.2,1,0.4,-0.6,-1.8,-3,13*,2.0,1.4,-1
CC1(C)Cc2c(c(-c3ccco3)nc3sc4c(NCC5CCCO5)ncnc4c23)CO1 (centres undefined),-2,4.4,-39,-3.6,-1.4,-0.2,-153,-3.8,0.3,-0.5,22
CSCCC(NC(=O)c1ccccc1Br)C(=O)NCC(C)(C)N1CCOCC1 (centres undefined),-1,1.0,3,-0.5,-0.2,3.1,-5,0.0,1.9,-0.2,0
COc1ccc(CN2C(=O)CCCC2(C)c2nnnn2-c2ccc3c(c2)OCCO3)cc1 (centres undefined),-2,.,-6,-0.1,-1.5,.,-7,-0.5,.,-0.7,-2
Cn1ccs/c1=N\S(=O)(=O)c1ccc(C(C)(C)C)cc1,0,1.9,0,-2.2,-1.4,0.5,6,-0.7,-0.2,0.1,1
O=C(NC1CCCCC1)c1ccc(S(=O)(=O)N2CCCC2)cc1,0,4.4,0,-1.7,-1.7,0.8,4,-0.9,-1.1,1.0,3
Cc1ccc(-c2[nH]ncc2/C=N/n2c(COc3ccccc3C)nc3ccccc3c2=O)cc1,2,-1.2,-2,-0.5,-0.8,1.3,0,13*,-1.8,-0.6,-4
Cc1c(NC(=O)C2CCCCC2)cc(C(=O)N2CCOCC2)cc1[N+](=O)[O-],-2,0.7,-3,-0.6,-1.9,1.5,1,-0.9,0.5,0.3,5
Cn1c(=O)c2c(ncn2CC(=O)Nc2ccccc2Sc2ccccc2)n(C)c1=O,0,-1.0,-2,-1.0,-1.7,-2.0,-2,-0.6,0.0,-0.1,0
CCN1CCCC(NC(=O)c2cc([N+](=O)[O-])ccc2OC)C1 (centres undefined),-2,0.0,-1,0.5,-1.6,-2.8,-5,1.6,-1.7,1.7,-2
COCCNC(=O)COc1ccc(Oc2ccccc2)cc1,2,-0.1,-2,-0.6,-1.3,0.0,-21,0.2,-0.9,-0.1,-2
COc1cccc2c1OCC/C2=N\NC(=O)COc1ccc(C)cc1,0,3.0,-30,-1.7,-1.1,0.1,-142,2.3,-0.6,0.3,4
Cc1ccc(C(=O)N2CCN(c3ncccn3)CC2)cc1,-2,-1.6,-6,-0.2,-1.2,1.5,-12,-1.4,-0.5,0.4,2
O=C(CSc1ccc2ccccc2c1)Nc1ccc(S(=O)(=O)Nc2nccs2)cc1,4,1.3,5,-0.1,-0.8,-1.0,7,0.9,-1.2,0.4,-2

Remaining list, next part.
Values run as follows: SMARCA2 act	FXN GAA850 act	ADAM17 inh	hcDAF-12 act	ssDAF12 agonist	PG9 binder	ADAM10 inh	hgDAF12 agonist	DAX1 inh-1	DAX1 inh-2	GC-A act
> Cc1cccc2[nH]c3c(=O)n(CCN4CCNCC4)cnc3c12
→ -2	-0.2	-14	4.6	-0.4	-0.7	-62	0.9	-0.9	1.0	9
> CC(=O)c1c(C)oc2ccc(N(C(C)=O)S(=O)(=O)c3ccc(Cl)c([N+](=O)[O-])c3)cc12
→ 0	1.9	-2	0.0	-0.8	-2.4	-6	-3.4	0.1	-0.6	1
> CC(=O)c1cc(-c2ccccc2)n(CC(=O)N2CCCC2)c1C
→ -1	-0.5	-2	0.2	-0.9	-0.1	-4	-1.1	-0.6	0.0	1
> OCc1ccccc1CNCc1ccccc1
→ -3	2.7	0	-1.4	-1.1	-0.3	0	-2.8	-0.1	0.1	-1
> COc1ccc(C(C)=O)cc1COC(=O)Cc1n[nH]c(=O)c2ccccc12
→ -1	2.2	-2	0.0	-0.9	-0.2	1	0.8	5.3*	1.5	1
> CC(C)=CC(=O)N1CC[C@@H](N2CCN(c3ccccc3F)CC2)[C@H](O)C1
→ -1	0.1	2	-0.8	-1.4	-1.6	-2	-2.2	0.2	-0.3	0
> COC(=O)c1ccc(COC(=O)CCNS(=O)(=O)c2ccc(C)c(C)c2)cc1
→ -3	2.3	-1	-0.5	-1.1	-0.4	4	0.9	1.9	-0.8	0
> CC1(C(O)(C#CC[N+]2(C)CCCCC2)c2ccccc2)CCCC1 (centres undefined)
→ 1	0.8	-2	-0.3	-0.5	-4.0	-3	1.2	1.8	-0.5	4
> Cc1ccc(C(c2nnnn2CCc2ccccc2)N2CCC(C)CC2)cc1 (centres undefined)
→ -2	1.6	2	-1.3	-1.4	1.8	11	1.8	0.6	-0.9	-17
> Cc1[nH]nc(SCC(=O)NC(C)c2ccccc2)c1[N+](=O)[O-] (centres undefined)
→ 1	0.9	0	-2.0	-1.9	-3.0	1	2.4	4.3*	0.0	0
> CCCS(=O)(=O)NC(=O)C1(C)CCN(C(=O)c2cc(F)ccc2C)C1 (centres undefined)
→ 4	0.3	-2	-1.2	-0.6	0.8	-1	0.6	.	-0.6	0
> O=C(OCC(=O)N1CCN(c2ccccc2)CC1)c1ccc2ncsc2c1
→ -6	0.6	-3	-0.6	-1.2	0.4	-13	0.9	0.5	0.2	5
